Salmonella PhoP GFP – PhoP regulon inhibitors, Salmonella typhi PhoP promoter GFP reporter, confirmatory (AID 1850); Salmonella Typhi PhoP-promoter GFP reporter, fluorescence, 4 h; higher % means a stronger effect; inhibition, % at 50 µM, or IC50 in µM where a hit was titrated; hit rate 0.33% among 310,000; in the data active = a potency from the dose series; inconclusive = inhibition mostly from about 25% at the one dose, without a potency; inactive = the rest, 99 in 100 with inhibition below about 19%;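 also: 0% = induced wells with vehicle and 100% = uninduced wells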
influenza NS1A – H1N1 influenza NS1A inhibitors, functional cell based assay (AID 504329); one-dose inhibition, % at 12.5 µM; IC50 in µM for titrated hits; NS1A functional cell-based assay, percent inhibition; higher % means a stronger effect; hit rate 0.3% among 340,000; in the data active = a potency from the dose series; inconclusive = inhibition above about 27% without an active follow-up result; also: strong numbers were not always called active
M. tuberculosis HTS – M. tuberculosis growth inhibition, HTS (AID 449762) | one-dose inhibition, % at 25 µM; IC50 in µM for titrated hits | M. tuberculosis H37Rv growth inhibition, 7H9 media; higher % means a stronger effect | hit rate 0.59% among 330,000; in the data active = a potency from the dose series; inconclusive = inhibition above about 70% without an active follow-up result;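 also: bacterial growth assessed after seven days of incubation; strong numbers were not always called active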
tuberculosis growth – growth inhibition of non-replicating M. tuberculosis (AID 488890) | Mycobacterium tuberculosis non-replicating, growth inhibition; higher % means a stronger effect | hit rate 0.39% among 320,000 | inhibition, % at 25 µM, or IC50 in µM where a hit was titrated; in the data active = a potency from the dose series; inconclusive = inhibition mostly from about 82% at the one dose, without a potency; inactive = the rest, 99 in 100 with inhibition below about 76%;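 also: plate controls were DMSO cells for no effect and high antibiotic wells for full effect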
VEEV TC-83 Vero – inhibitors of VEEV TC-83 cytopathic effect, confirmation, Vero cells (AID 588727). Vero cells, VEEV TC-83 cytopathic effect inhibition; higher % means a stronger effect. hit rate 0.13% among 350,000. inhibition, % at 20 µM; hits with a dose series show IC50 in µM; in the data active = a potency from the dose series; inconclusive = inhibition mostly from about 14% at the one dose, without a potency; inactive = the rest, 99 in 100 with inhibition below about 12%; also: strong numbers were not always called active
VEEV TC-83 Vero 10K pilot screen – recorded beside VEEV TC-83 Vero, whose call it bears; inhibition, %; measured here: 10K pilot screen inhibition
* marks the source's active call; other numbers are inactive results. Hits appear at their usual frequency, and some 1.5% of all compounds hit somewhere here.

For N#Cc1c(-c2ccccc2Cl)noc1/C=C/Nc1ccc(C(=O)O)cc1 the results were Salmonella PhoP GFP -10%, influenza NS1A 16%, M. tuberculosis HTS 5%, tuberculosis growth 26% and VEEV TC-83 Vero 1.1%.
For COc1ccc(CNC(=O)CN2C(=O)NC(C)(c3cccc(Br)c3)C2=O)cc1 (centres undefined) the results were Salmonella PhoP GFP 0%, influenza NS1A -10%, M. tuberculosis HTS 0%, tuberculosis growth 1% and VEEV TC-83 Vero 0.3%.
Screening COc1cccc(C(=O)N2CCN(C(=O)c3ccc(-c4ccccc4)cc3)CC2)c1OC returned Salmonella PhoP GFP 1%, influenza NS1A 9%, M. tuberculosis HTS 0%, tuberculosis growth 15% and VEEV TC-83 Vero 2.7%.
CCCCN(CCCC)S(=O)(=O)c1ccc2[nH]c(=O)[nH]c2c1 was read as Salmonella PhoP GFP 1%, influenza NS1A -8%, M. tuberculosis HTS -9%, tuberculosis growth 0% and VEEV TC-83 Vero 2.9%.
`Cc1ccccc1C(=O)N1CCCC(CCC(=O)N2CCN(c3ccccn3)CC2)C1` (centres undefined) gave Salmonella PhoP GFP 5%, influenza NS1A 0%, M. tuberculosis HTS 3%, tuberculosis growth -14% and VEEV TC-83 Vero inactive.
Screening NC(=O)COc1ccc(=O)n(-c2ccccc2)n1 returned Salmonella PhoP GFP 0%, influenza NS1A -7%, M. tuberculosis HTS -3%, tuberculosis growth -15% and VEEV TC-83 Vero inactive.
CC1=[N+](CC(=O)NC(C)(C)C)CCc2ccccc21 was read as Salmonella PhoP GFP -6%, influenza NS1A -6%, M. tuberculosis HTS 2%, tuberculosis growth -6% and VEEV TC-83 Vero 0.9%.
For CCc1ccc(CNC(=O)C2CCCN(c3nn4c(=O)cc(C)nc4s3)C2)cc1 (centres undefined) the results were Salmonella PhoP GFP -2%, influenza NS1A -6%, M. tuberculosis HTS -8%, tuberculosis growth -1% and VEEV TC-83 Vero 1.8%.
O=C(c1cc(-c2cccs2)on1)N1CCOCC1 was read as Salmonella PhoP GFP -9%, influenza NS1A 17%, VEEV TC-83 Vero inactive and VEEV TC-83 Vero 10K pilot screen 0.8.
Cc1onc(-c2ccccc2)c1C(=O)Nc1nnc(COc2ccc(Cl)cc2)s1 was read as Salmonella PhoP GFP -7%, influenza NS1A -10%, M. tuberculosis HTS inconclusive, tuberculosis growth 8.2µM* and VEEV TC-83 Vero 2.7%.
For O=C(NC1CCCCC1)C1CCN(S(=O)(=O)c2cccc3nsnc23)CC1 the results were Salmonella PhoP GFP -8%, influenza NS1A -15%, M. tuberculosis HTS 1%, tuberculosis growth -4% and VEEV TC-83 Vero 0.4%.
For CCOc1cc(C(c2c(C)[nH][nH]c2=O)c2c(C)[nH][nH]c2=O)ccc1OCc1ccc([N+](=O)[O-])cc1 the results were Salmonella PhoP GFP -14%, influenza NS1A 13%, M. tuberculosis HTS -14%, tuberculosis growth 10%, VEEV TC-83 Vero 0.3% and VEEV TC-83 Vero 10K pilot screen 4.9.
CCC1(C)Cc2ccccc2C(=S)N1 (centres undefined) was read as Salmonella PhoP GFP -10%, influenza NS1A -2%, M. tuberculosis HTS 6%, tuberculosis growth -23% and VEEV TC-83 Vero 0.4%.
For CCOCCCNC(=O)C(NC(=O)CNC(=O)c1ccccc1)c1ccccc1 (centres undefined) the results were Salmonella PhoP GFP -2%, influenza NS1A 2%, M. tuberculosis HTS 6%, tuberculosis growth -11% and VEEV TC-83 Vero 1.3%.
O=C(Cn1cnc2ccccc2c1=O)N1CCc2ccccc2C1 was read as Salmonella PhoP GFP 7%, influenza NS1A -3%, M. tuberculosis HTS -9%, tuberculosis growth -11% and VEEV TC-83 Vero 1.8%.
`Cc1ccc(CN2C(=O)C(C)Oc3ccccc32)cc1` (centres undefined) gave Salmonella PhoP GFP -1%, influenza NS1A -17%, M. tuberculosis HTS 2%, tuberculosis growth 19% and VEEV TC-83 Vero 2.3%.
Cc1ccc(N(CC(=O)N2CCOCC2)S(C)(=O)=O)cc1 was read as Salmonella PhoP GFP 1%, influenza NS1A 5%, M. tuberculosis HTS -12%, tuberculosis growth -19% and VEEV TC-83 Vero 0.7%.
`O=C(OCC(=O)N1CCCCC1)c1cc(S(=O)(=O)N2CCOCC2)c(Cl)cc1Cl` gave influenza NS1A 1%, M. tuberculosis HTS 5%, tuberculosis growth 12% and VEEV TC-83 Vero 5.2%.
`O=C(NCc1cccc(Br)c1)C1CC(c2cc(C(F)(F)F)cc(C(F)(F)F)c2)=NO1` (centres undefined) gave Salmonella PhoP GFP 8%, influenza NS1A 10%, M. tuberculosis HTS 2%, tuberculosis growth -2% and VEEV TC-83 Vero 0.2%.
Screening Cc1ccc2nc(C)cc(C(=O)NC3CCCCCC3)c2c1 returned influenza NS1A 8%, M. tuberculosis HTS -8%, tuberculosis growth 6% and VEEV TC-83 Vero inactive.
For COc1ccc(S(=O)(=O)Cc2ccc(C(=O)NCc3cccs3)o2)cc1 the results were Salmonella PhoP GFP -11%, influenza NS1A -5%, M. tuberculosis HTS -8%, tuberculosis growth 3% and VEEV TC-83 Vero 1.1%.
For CCNS(=O)(=O)c1ccc(NC(=O)Nc2cccc(C(F)(F)F)c2)cc1 the results were Salmonella PhoP GFP -11%, influenza NS1A 9%, M. tuberculosis HTS inconclusive, tuberculosis growth 37% and VEEV TC-83 Vero inactive.
`COc1ccc(-c2cc(=O)oc3c(C)c(OCC(=O)N[C@@H](Cc4ccc(O)cc4)C(=O)O)ccc23)cc1` gave Salmonella PhoP GFP -10%, influenza NS1A -12%, M. tuberculosis HTS 1%, tuberculosis growth 7% and VEEV TC-83 Vero 7.1%.
`O=C(NCC(=O)N(c1cccnc1)C(C(=O)NCc1ccco1)c1ccccc1)c1ccco1` (centres undefined) gave Salmonella PhoP GFP -1%, influenza NS1A 3%, M. tuberculosis HTS -7%, tuberculosis growth 3% and VEEV TC-83 Vero 6.4%.
Cc1cc(C)c(C(=O)CSc2nnc(N)s2)cc1C was read as Salmonella PhoP GFP 2%, influenza NS1A -4%, M. tuberculosis HTS -3%, tuberculosis growth 2% and VEEV TC-83 Vero inactive.
`CCCCOC(=O)Nc1nc2ccc([N+](=O)[O-])cc2s1` gave Salmonella PhoP GFP 1%, M. tuberculosis HTS 6%, tuberculosis growth -22% and VEEV TC-83 Vero 0.5%.
COc1ccc(S(=O)(=O)N2CCCCC2)cc1C(=O)N1CCCCCC1 was read as Salmonella PhoP GFP -2%, influenza NS1A -12%, M. tuberculosis HTS -3%, tuberculosis growth -8% and VEEV TC-83 Vero 5.4%.
`O=C(Nc1ccccc1N1CCCC1)c1cc2ccccc2o1` gave Salmonella PhoP GFP 13%, influenza NS1A 5%, M. tuberculosis HTS inconclusive, tuberculosis growth 56% and VEEV TC-83 Vero inactive.
`C=CCN(CC=C)C(=O)CN1C(=O)NC(Cc2c[nH]c3ccccc23)C1=O` (centres undefined) gave Salmonella PhoP GFP -2%, influenza NS1A 2%, M. tuberculosis HTS -4%, tuberculosis growth -1% and VEEV TC-83 Vero inactive.
For COc1ccc(C(=O)NCC(=O)OCC(=O)Nc2cccc(S(=O)(=O)N3CCCC3)c2)cc1 the results were Salmonella PhoP GFP 7%, influenza NS1A -11%, M. tuberculosis HTS -2%, tuberculosis growth 0% and VEEV TC-83 Vero 0.7%.
Screening Cn1c(SCC(=O)NCC2CCCO2)ncc(C(=O)Nc2ccc(F)cc2)c1=O (centres undefined) returned Salmonella PhoP GFP 4%, influenza NS1A 0%, M. tuberculosis HTS 68%, tuberculosis growth 36% and VEEV TC-83 Vero 2.9%.
COc1ccc(/C=C/C(=O)Nc2ccccc2C(F)(F)F)cc1 was read as Salmonella PhoP GFP 2%, influenza NS1A -5%, M. tuberculosis HTS -5%, tuberculosis growth -19% and VEEV TC-83 Vero 1.7%.
Clc1ccc(-c2noc3c2-c2nc(Cc4cccc5ccccc45)sc2CC3)cc1 was read as Salmonella PhoP GFP 3%, influenza NS1A 4%, M. tuberculosis HTS -5%, tuberculosis growth 2%, VEEV TC-83 Vero inactive and VEEV TC-83 Vero 10K pilot screen 0.2.
CCCCOc1ccc(-c2nnn(CCC(=O)N3CCOCC3)n2)cc1 was read as Salmonella PhoP GFP 1%, influenza NS1A -2%, M. tuberculosis HTS 3%, tuberculosis growth 14% and VEEV TC-83 Vero 0.9%.
COc1ccccc1N1CCN(Cc2cnc(-c3ccccc3)[nH]2)CC1 was read as Salmonella PhoP GFP -15%, influenza NS1A -15%, M. tuberculosis HTS -7%, tuberculosis growth 0% and VEEV TC-83 Vero 0.3%.
`CC(C)C(C)NC(=O)COc1ncnc2sccc12` (centres undefined) gave Salmonella PhoP GFP 6%, influenza NS1A -9%, M. tuberculosis HTS -3%, tuberculosis growth -16% and VEEV TC-83 Vero 0.3%.
Screening Cc1cc2c(Nc3ccc(O)cc3)ncnc2s1 returned Salmonella PhoP GFP -4%, influenza NS1A -12%, M. tuberculosis HTS 11%, tuberculosis growth 54% and VEEV TC-83 Vero 0.1%.
`COc1ccc2nc(SCCC(=O)O)cc(C)c2c1` gave Salmonella PhoP GFP 1%, influenza NS1A 7%, M. tuberculosis HTS -12%, tuberculosis growth -6% and VEEV TC-83 Vero inactive.
Screening CCOc1ccccc1NC(=O)CCS(=O)(=O)c1ccc2c(c1)CC(C)N2C(C)=O (centres undefined) returned Salmonella PhoP GFP 6%, influenza NS1A -2%, M. tuberculosis HTS -3%, tuberculosis growth 0% and VEEV TC-83 Vero 2.4%.
Cc1ccc(-c2nnc(-c3cccs3)o2)cc1 was read as Salmonella PhoP GFP 6%, influenza NS1A 9%, M. tuberculosis HTS 2%, tuberculosis growth 2µM* and VEEV TC-83 Vero 3.3%.

A draw from above in order of formula weight, descending:
Screening CCOc1ccccc1NC(=O)CCS(=O)(=O)c1ccc2c(c1)CC(C)N2C(C)=O (centres undefined) returned Salmonella PhoP GFP 6%, influenza NS1A -2%, M. tuberculosis HTS -3%, tuberculosis growth 0% and VEEV TC-83 Vero 2.4%.
Screening Cn1c(SCC(=O)NCC2CCCO2)ncc(C(=O)Nc2ccc(F)cc2)c1=O (centres undefined) returned Salmonella PhoP GFP 4%, influenza NS1A 0%, M. tuberculosis HTS 68%, tuberculosis growth 36% and VEEV TC-83 Vero 2.9%.
CCCCOc1ccc(-c2nnn(CCC(=O)N3CCOCC3)n2)cc1 was read as Salmonella PhoP GFP 1%, influenza NS1A -2%, M. tuberculosis HTS 3%, tuberculosis growth 14% and VEEV TC-83 Vero 0.9%.
COc1ccc(/C=C/C(=O)Nc2ccccc2C(F)(F)F)cc1 was read as Salmonella PhoP GFP 2%, influenza NS1A -5%, M. tuberculosis HTS -5%, tuberculosis growth -19% and VEEV TC-83 Vero 1.7%.
`CC(C)C(C)NC(=O)COc1ncnc2sccc12` (centres undefined) gave Salmonella PhoP GFP 6%, influenza NS1A -9%, M. tuberculosis HTS -3%, tuberculosis growth -16% and VEEV TC-83 Vero 0.3%.
Screening Cc1cc2c(Nc3ccc(O)cc3)ncnc2s1 returned Salmonella PhoP GFP -4%, influenza NS1A -12%, M. tuberculosis HTS 11%, tuberculosis growth 54% and VEEV TC-83 Vero 0.1%.
Cc1ccc(-c2nnc(-c3cccs3)o2)cc1 was read as Salmonella PhoP GFP 6%, influenza NS1A 9%, M. tuberculosis HTS 2%, tuberculosis growth 2µM* and VEEV TC-83 Vero 3.3%.

(listing goes on)
`COCC(=O)Nc1ccc(N2CCOCC2)c(S(=O)(=O)Nc2ccccc2OC)c1` gave influenza NS1A 7%, M. tuberculosis HTS 1%, tuberculosis growth 45% and VEEV TC-83 Vero 2.9%.
Screening COc1ccc(N(CC(=O)Nc2cccc(N(C)S(C)(=O)=O)c2)S(C)(=O)=O)cc1OC returned Salmonella PhoP GFP -8%, influenza NS1A -1%, M. tuberculosis HTS 2%, tuberculosis growth 0% and VEEV TC-83 Vero 1.0%.
For Cc1ccc(NC(=O)C(c2ccccc2)N2CCN(CC(=O)N3CCOCC3)CC2)cc1Cl (centres undefined) the results were influenza NS1A 4%, M. tuberculosis HTS 6%, tuberculosis growth 11% and VEEV TC-83 Vero 0.1%.
O=C(C1CCC(=O)N(C2CC2)C1)N1CCC(Oc2ccccc2F)CC1 (centres undefined) was read as Salmonella PhoP GFP 3%, influenza NS1A -12%, M. tuberculosis HTS 10%, tuberculosis growth 3% and VEEV TC-83 Vero 1.4%.

From PubChem
